# S100A4 inh HTS = inhibitors of S100A4-myosin IIA peptide binding, primary screen, biochemical, fluorescence polarization, TAMRA-MyoIIA peptide; AID 652163, 2013; Protein S100-A4 (Homo sapiens), P26447; 0.14% of 360,000 active; inhibition, % at 10.7 µM;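 active = mean inhibition of at least 70% across replicates, with every replicate also reaching that level; inconclusive = mean inhibition reaches 70% but some replicates fall short; inactive = mean inhibition below 70%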
# Target sequence (P26447 whole entry, looked up): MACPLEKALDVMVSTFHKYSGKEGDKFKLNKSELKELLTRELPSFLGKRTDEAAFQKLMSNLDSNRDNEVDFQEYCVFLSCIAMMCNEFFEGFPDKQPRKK
#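 Test system – S100A4 monomer (human) · Compound – single-point compound testing · Schedule – 5 min incubation before reading · Probe or stimulus – TAMRA-labelled myosin IIA heavy-chain peptide probe, 5 nM · Benchmarks – neutral control DMSO, positive control TFP · Medium – Calcium-containing HEPES buffer, pH 7.2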
# ERp5 block = inhibitors of ERp5-driven insulin aggregation, primary screen, biochemical, turbidity, absorbance 650 nm, single point; Protein disulfide-isomerase A6 (Homo sapiens), Q15084; 90 min; inhibition, % at 9.99 µM; 0.05% of 350,000 active;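 active = mean replicate inhibition above about 25%, with every replicate also reaching it, limit read from the data, passing the limit was not always enough; inconclusive = only one of those two criteria met; inactive = neither criterion met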
# Target sequence (Q15084 whole entry, looked up): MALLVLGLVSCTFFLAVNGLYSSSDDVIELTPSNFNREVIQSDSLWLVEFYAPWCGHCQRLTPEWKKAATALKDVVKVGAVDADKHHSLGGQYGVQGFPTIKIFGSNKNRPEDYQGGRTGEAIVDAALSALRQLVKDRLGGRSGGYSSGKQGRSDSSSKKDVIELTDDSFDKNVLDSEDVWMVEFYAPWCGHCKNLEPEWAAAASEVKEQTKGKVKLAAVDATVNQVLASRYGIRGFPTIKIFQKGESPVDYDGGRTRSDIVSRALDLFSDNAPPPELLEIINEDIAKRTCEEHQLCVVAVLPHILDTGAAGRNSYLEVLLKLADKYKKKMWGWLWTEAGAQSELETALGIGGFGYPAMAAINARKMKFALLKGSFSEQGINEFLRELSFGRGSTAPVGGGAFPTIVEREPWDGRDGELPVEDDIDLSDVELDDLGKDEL
# RAD52 inh = RAD52 DNA annealing inhibitors, primary screen, biochemical, FRET, single point, set 2. inhibition, % at 18.7 µM. 0.46% of 360,000 active. DNA repair protein RAD52 homolog (Homo sapiens), P43351. recombinant RAD52 DNA annealing, FRET fluorescence;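 active = every replicate showing at least 50% inhibition; inconclusive = mean inhibition at least 50% but not in every replicate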
# Target sequence (P43351 whole entry, looked up): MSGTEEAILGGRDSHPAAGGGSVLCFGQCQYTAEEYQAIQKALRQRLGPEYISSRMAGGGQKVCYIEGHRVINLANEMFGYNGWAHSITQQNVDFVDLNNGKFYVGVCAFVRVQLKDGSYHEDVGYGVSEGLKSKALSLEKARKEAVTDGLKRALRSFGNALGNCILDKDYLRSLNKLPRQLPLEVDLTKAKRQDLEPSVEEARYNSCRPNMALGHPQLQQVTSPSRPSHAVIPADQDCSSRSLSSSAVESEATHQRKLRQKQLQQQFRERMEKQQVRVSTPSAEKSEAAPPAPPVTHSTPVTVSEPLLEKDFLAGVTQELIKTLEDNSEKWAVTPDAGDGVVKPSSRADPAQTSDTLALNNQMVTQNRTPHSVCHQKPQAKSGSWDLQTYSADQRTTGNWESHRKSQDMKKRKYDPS
# RAD54 inh = inhibitors of human RAD54 branch migration, primary screen, biochemical, fluorescence, single point | DNA repair and recombination protein RAD54-like (Homo sapiens), Q92698 | 0.14% of 360,000 active | RAD54 Holliday junction branch migration, FAM/BHQ fluorescence | inhibition, % at 10.4 µM;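 active = mean normalized replicate activity at least 40 and at least half of replicates scoring 40 or more; inconclusive = only one of the two criteria met; inactive = mean below 40 and under half of replicates reaching 40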;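 note: 0% = median of neutral control wells and 100% = median of positive control wells; inhibitors cause a drop in the FAM fluorescence signal; in these data hits start at about 50%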
# esBAF inh = Bmi1 luciferase reporter increase in mESCs, primary screen, esBAF inhibitor project, mouse ES cells, Bmi1 luciferase knock-in, single point | 24 h; 100% = twice the neutral-well signal | reporter increase, % at 12.5 µM | 2% of 350,000 active | AID 602393, 2012; in the data active = activation above about 40%; inconclusive = no clear call, values can overlap the other calls;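 note: 0% = median of the plate's neutral control wells and 100% = double that signal; a rise in the Bmi1 reporter signal indicates esBAF inhibition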
# E-sel inducer = E-selectin induction in HUVECs, primary screen, imaging, HUVEC, immunofluorescence imaging, single point | normalized: neutral wells 0, TNF-alpha wells 100 | activation, % at 7.58 µM | 0.37% of 260,000 active;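 active = mean E-selectin-positive cell signal at least 10% of the positive control, reached in at least 60% of replicates, without over 20% cell loss; inconclusive = no rule given, readout overlaps actives, possibly toxicity-flagged; inactive = the rest, including those meeting only one limit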;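 note: in these data hits start at about 27%; measured in HUVEC primary endothelial cells; signal is the percent of cells scored E-selectin positive by PE staining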
#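 Test system – human umbilical vein endothelial cells (HUVEC), E-selectin induction · Input – 3,000 HUVEC seeded per well · Buffer or medium – EGM-2, gelatin · Compound dosing – single-point compound dose · Detection – immunofluorescence imaging · Measure – percent E-selectin-positive cells · Controls – TNF-alpha high, DMSO low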
# Xi reactivation = activators of inactive X chromosome reactivation, primary screen, imaging, XiGFP fibroblasts, GFP high-content imaging, set 2. activation, % at 7.58 µM. 0.055% of 360,000 active. XiGFP mouse fibroblasts, % GFP-positive cells imaging, 3 d; cells co-treated with 5-aza-dC sensitizer; scaled so ellipticine positive control = 100%;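 active = mean normalized replicate activation at least 10% and every replicate at or above 10%; inconclusive = only one of the two criteria met; inactive = mean below 10% and not all replicates reach 10%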;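 note: 0% = median of on-plate neutral control wells and 100% = ellipticine 6 µM median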
#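 Material: SV40-immortalized XiGFP fibroblast cells, line 68-5-11 | Buffer or medium: DMEM containing 5-aza-dC | Dosing: One concentration, pinned | Times: 3 d treatment, 15 min room-temperature fixation | Controls: Ellipticine 6 µM positive control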
# ERAP1 inh = human ERAP1 aminopeptidase inhibitors, primary screen, biochemical, single point, plate reader; Endoplasmic reticulum aminopeptidase 1 (Homo sapiens), Q9NZ08; recombinant ERAP1, Leu-AMC fluorescence, 60 min; inhibition, % at 10.7 µM; 0.15% of 340,000 active;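 active = mean replicate inhibition of at least 30%, or all replicates individually reaching that 30% level; inactive = mean below 30% and not every replicate reaching it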;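 note: 0% = neutral control wells and 100% = L-leucinethiol positive control wells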
# Starred values were filed as active, the others as inactive; ? = inconclusive; . = not tested or not shown.
SMILES,S100A4 inh HTS,ERp5 block,RAD52 inh,RAD54 inh,esBAF inh,E-sel inducer,Xi reactivation,ERAP1 inh
CN(C(=O)COC(=O)c1cccnc1Nc1ccccc1F)C1CCS(=O)(=O)C1 (configuration not stated),-0.1,5.6,-27.5,5.7,6.5,-0.1,0.0,-1.0
COc1ccccc1NS(=O)(=O)c1cccc(C(=O)NCc2ccncc2)c1,21.1,-6.1,-4.5,11.1,.,0.0,-0.1,-2.4
CO[C@H]1CN(C)C(=O)c2cc(NC(=O)C3CCOCC3)ccc2OC[C@@H](C)N(Cc2cccnc2)C[C@H]1C,2.5,3.2,6.6,-7.9,-4.9,0.2,0.3,.
CC1CCCCN1CCCNc1ccc(C(CC(N)=O)NC(=O)c2ccccc2)cc1[N+](=O)[O-] (configuration not stated),-42.5,-9.3,4.6,-0.7,7.1,0.8,-0.1,-2.3
CCOc1ccc(Br)cc1S(=O)(=O)Nc1cccc(S(=O)(=O)N(CC)CC)c1,.,.,.,0.9,-8.1,-0.4,0.8,.
COc1ccc2oc(C(=O)OCC(=O)N3CC(C)CC(C)C3)c(C)c2c1 (configuration not stated),-4.0,-1.5,-7.1,.,-8.8,1.1,-0.1,0.9
CNC[C@@H]1Oc2ccc(NS(=O)(=O)c3cccs3)cc2CC(=O)N([C@H](C)CO)C[C@@H]1C,-18.2,-0.3,-2.5,-0.3,-3.7,.,-0.9,-0.1
Cc1ccccc1OCCC(=O)Nc1ccccc1C(=O)N1CCCCC1,1.8,2.0,0.2,2.3,-2.3,.,0.5,1.3
COC(=O)c1ccc(N2CCOCC2)c(NC(=O)c2ccc(Br)o2)c1,-0.7,7.3,-25.6,-10.9,0.6,-0.1,1.4,-1.9
COc1ccc(OC)c(N/C(C)=C/C(=O)c2ccc(Br)cc2)c1,-2.3,2.1,-17.6,.,.,0.5,-0.1,-1.8
COCCn1nnnc1C(c1ccc(OC)c(OC)c1)N1CCc2ccccc21 (configuration not stated),5.0,-0.7,-2.4,-4.0,-0.3,.,.,-7.0
O=C(CCN1CCN(S(=O)(=O)c2cccc([N+](=O)[O-])c2)CC1)Nc1ccccc1F,-0.9,0.6,-6.3,-10.0,-9.8,.,0.1,2.9
O=C(N/N=C/c1ccccc1Cl)c1nc2ccc([N+](=O)[O-])cc2c(=O)[nH]1,6.3,3.1,-11.7,.,.,.,0.1,9.8
CCCc1ccc(-c2cc(C(=O)Nc3ccc([N+](=O)[O-])cn3)c3ccccc3n2)cc1,8.0,3.4,-19.6,6.2,.,-1.5,0.0,-0.6
CC(C)(C)[C@H]1COC(=O)[C@H](Cc2ccc(F)cc2)CC/C=C/C[C@@H](CC(=O)N[C@H](CO)Cc2ccccc2)C(=O)N1,-4.8,0.7,-13.4,-2.5,13.9,0.1,-0.1,0.1
COc1cc(NC(=O)CCN2CCN(C/C=C/c3ccccc3)CC2)cc(OC)c1,-2.6,-2.3,-5.7,7.4,5.1,.,0.1,-3.1
CN(Cc1ccccc1)C(=O)COc1ccc(-c2nnco2)cc1,0.9,17.2,-10.9,-16.5,.,3.5,0.0,0.1
COC(=O)C[C@H]1CC[C@@H]2[C@H](COc3ccc(NC(=O)c4ccc(F)c(F)c4)cc3C(=O)N2C)O1,0.5,-2.6,-4.1,-3.3,-0.7,-0.1,0.0,5.3
CC(=O)c1ccc(S(=O)(=O)N2CCN(CCOc3ccc(Br)cc3)CC2)cc1,-2.2,-2.9,-2.7,-5.5,0.5,.,0.0,1.8
O=C(C[C@@H]1CC[C@H]2[C@@H](COC[C@@H](O)CN2C(=O)Nc2ccc(F)cc2)O1)NC1Cc2ccccc2C1,11.5,2.6,6.9,8.1,14.3,0.1,0.0,-0.3
C[C@H](CO)N1C[C@H](C)[C@H](CN(C)Cc2ccccc2)Oc2ccc(NC(=O)CCN3CCOCC3)cc2C1=O,5.0,2.1,-6.1,0.4,0.9,-0.1,0.1,1.9
Cc1ccc(S(=O)(=O)c2c(N)n(-c3ccccc3)c3nc4ccccc4nc23)cc1,5.9,5.6,-18.3,.,.,.,0.0,9.9
O=C(Nc1ccccc1C(=O)Nc1ccccn1)c1cccc([N+](=O)[O-])c1,-3.9,-2.6,2.9,13.2,-1.8,.,0.2,0.5
C[C@@H]1CN([C@H](C)CO)C(=O)Cc2cc(NC(=O)Nc3ccccc3)ccc2O[C@H]1CN(C)S(=O)(=O)c1ccccc1,1.3,3.9,16.5,0.6,-0.7,0.3,0.0,-4.2
COc1cc(OC)c(C(=O)NNC(=S)NC2CCCCC2)cc1OC,1.3,-2.0,-4.8,.,.,.,0.0,2.2

# 3 of these compounds, reformatted.
structure | S100A4 inh HTS | ERp5 block | RAD52 inh | RAD54 inh | esBAF inh | E-sel inducer | Xi reactivation | ERAP1 inh
Cc1ccccc1OCCC(=O)Nc1ccccc1C(=O)N1CCCCC1 | 1.8 | 2.0 | 0.2 | 2.3 | -2.3 | . | 0.5 | 1.3
COC(=O)c1ccc(N2CCOCC2)c(NC(=O)c2ccc(Br)o2)c1 | -0.7 | 7.3 | -25.6 | -10.9 | 0.6 | -0.1 | 1.4 | -1.9
COc1ccc(OC)c(N/C(C)=C/C(=O)c2ccc(Br)cc2)c1 | -2.3 | 2.1 | -17.6 | . | . | 0.5 | -0.1 | -1.8

# The listing continues:
SMILES,S100A4 inh HTS,ERp5 block,RAD52 inh,RAD54 inh,esBAF inh,E-sel inducer,Xi reactivation,ERAP1 inh
COCCNC(=O)C1(C)Cc2c(-c3cccc(C(F)(F)F)c3)ccnc2O1 (configuration not stated),-1.3,-2.8,-82.9,-8.6,-4.5,0.0,0.1,1.3
Cc1nnc2n1N=C(c1ccc3c(c1)NC(=O)CO3)CS2,2.4,4.4,-8.0,.,.,.,-0.1,3.6
CCn1c2ccccc2c2nnc(SCN3C(=O)c4ccccc4C3=O)nc21,-4.6,7.4,-7.5,.,.,120.9*,.,.
CC(NS(=O)(=O)c1ccc(Br)cc1)c1ccccc1 (configuration not stated),-7.6,0.6,-4.3,2.7,-0.1,.,0.0,0.2
COc1cc(C(=O)NCc2cccnc2)ccc1OCC(=O)Nc1cccc(C(F)(F)F)c1,34.2,12.3,-15.9,-5.4,1.2,0.8,-0.1,-1.8
CC1(C)Cc2c(sc(NC(=O)C(=O)N3CCCCC3)c2C(=O)O)CO1,0.6,-12.1,-13.4,1.0,-3.7,-0.1,0.0,-4.8
O=C(C[C@@H]1C=C[C@@H](NC(=O)Nc2cc(F)ccc2F)[C@H](CO)O1)NCc1ccncn1,?,-1.3,-1.4,0.1,-1.6,-0.1,0.5,0.0
C/C(=N\Nc1ccc(S(N)(=O)=O)cc1[N+](=O)[O-])c1ccccc1O,-0.2,0.1,-9.0,1.0,7.1,.,0.0,-2.6
CC(=O)N1c2ccc(S(=O)(=O)NCC3CCC(C(=O)NC4CCCCC4C)CC3)cc2CC1C (configuration not stated),-1.3,-4.5,-8.2,7.1,-6.4,.,0.0,-1.8
CC(=O)N(c1ccccc1)C1CCCC1,0.1,-2.6,-13.5,-2.9,-7.1,0.5,0.0,0.8
O=C(C1CCCN(S(=O)(=O)c2cccs2)C1)N1CCC(N2CCCCC2)CC1 (configuration not stated),-16.4,1.3,-31.6,12.3,11.6,.,0.1,.
Cc1ccccc1Oc1ccc2c(c1)[C@@H]1C[C@H](N(C)C(=O)Nc3cc(Cl)cc(Cl)c3)[C@H]([C@H](C)O)C(=O)N1CC2,0.6,0.5,-5.3,4.0,-10.7,-0.1,0.0,-2.8
COc1ccc(Nc2nnc(-c3ccc(O)cc3)c3ccccc23)cc1,-4.2,-0.1,-9.3,3.3,3.5,.,0.4,0.8
O=C(CS(=O)(=O)c1ccc(F)cc1)N1CCOCC1,-3.9,4.6,-13.0,-1.3,.,0.4,0.0,2.3
COc1ccc(S(=O)(=O)Nc2ccc3c(c2)C(=O)N([C@@H](C)CO)C[C@@H](C)[C@H](CN(C)CC2CC2)OCCCC[C@H](C)O3)cc1,-22.0,8.0,13.8,5.3,0.4,1.1,0.0,0.7
COc1ccc(CC(=O)N2CCN(c3ccc(F)cc3)CC2)cc1,-2.6,-0.6,-9.3,-8.8,0.5,0.2,0.0,3.2
O=C(NN=Cc1ccc2c(c1)OCO2)c1ccc([N+](=O)[O-])cc1,-2.3,3.1,-17.9,.,.,-0.1,-0.2,-0.4
CC1CC(C)CN(C(=O)CCCn2c(=O)c3cccn3c3cccnc32)C1 (configuration not stated),5.7,3.6,-5.0,-7.0,0.8,0.8,0.0,-1.1
COc1cccc(CNC(=O)COC(=O)/C(C#N)=C/c2ccc(N(C)C)cc2)c1,-6.6,-2.9,-69.1,-6.6,-5.3,11.5,0.3,0.1
COc1cc(NC(=O)CSc2nnc3ccc(-c4cccnc4)nn23)cc(OC)c1,14.2,-3.1,-11.0,.,.,-0.1,0.3,-0.2
Cc1noc(C)c1S(=O)(=O)Nc1ccc2c(c1)CC(=O)N([C@@H](C)CO)C[C@@H](C)[C@@H](CN(C)C(=O)NC(C)C)O2,-3.4,-1.9,3.1,13.2,-1.0,-0.1,0.1,9.1
CCN(C[C@@H]1[C@@H](c2ccccc2)[C@@H](CO)N1C(=O)COC)C(=O)NC(C)C,7.9,7.3,-2.8,.,.,-0.1,0.5,0.8
C[C@@H]1CN([C@H](C)CO)C(=O)c2cc(NS(=O)(=O)c3ccccc3)ccc2O[C@@H]1CN(C)Cc1ccc2c(c1)OCO2,-24.8,-1.6,2.6,-21.3,-4.5,14.2,-0.1,-0.5
COc1ccc(NCc2ccc(OC)c(Cn3ccnc3)c2)c(OC)c1,-6.6,2.4,-19.7,0.3,-0.6,0.2,0.0,1.2
CCOC(=O)[C@H]1[C@H]2COc3ccc(Cl)cc3[C@@H]2N2C(=O)c3cc(OC)ccc3NC(=O)[C@@]12C,0.7,3.3,-0.3,3.9,0.5,-0.2,0.2,0.6
CCC1CCCCN1C(=O)COC(=O)c1cc(C)nc2ccccc12 (configuration not stated),-2.7,2.4,-11.5,0.5,1.1,.,0.2,-6.3
COc1ccc(OC)c(C2C(C(C)=O)=C(O)C(=O)N2CCC(=O)O)c1 (configuration not stated),9.2,3.6,-7.8,3.4,-6.3,.,.,2.8
COc1ccc(CCNC(=O)CCNC(=O)c2ccccc2Cl)cc1,0.8,1.4,2.8,-3.6,1.7,0.0,0.5,2.3
Cc1ccccc1COn1nnc2ccc(S(=O)(=O)N3CCOCC3)cc21,-0.2,-0.6,-1.4,.,.,-0.2,-0.1,4.5
CCCC[C@@H]1C[C@H]1[C@@H](NC(=O)c1ccccc1)c1ccccc1C(F)(F)F,-2.8,0.1,0.7,1.5,-2.3,-0.7,0.0,0.2

# Screening data from PubChem BioAssay.
